Screens from PubChem BioAssay.
Mdm2 MdmX PPI: inhibitors of human Mdm2/MdmX interaction | O15151+Q00987 | inhibition, % at 8 µM | 330,000 tested, 3% active | AID 485346 | SaOS-2 split-luciferase Mdm2/MdmX complementation, luminescence;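 active = inhibition of at least 50% at 8 µM in the primary screen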
XBP1 UPR activ: activators of adaptive arm of unfolded protein response (XBP1); CHO-XBP1 luciferase reporter, IRE1-XBP1 UPR activation, luminescence; percent of tunicamycin response, DMSO as zero; activation, % at 20 µM; AID 463104; 330,000 tested, 0.33% active;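 active = versus positive control, 20 µM dose yields 30% or more activation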;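 also: 100% = tunicamycin at 10 µg/mL and 0% = DMSO only wells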
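Material: IRE1-XBP1 luciferase reporter CHO line / Quantity: one thousand reporter cells per well / Buffer or medium: F12 with 10% serum / Compound: 20 µM single concentration, DMSO 1% / Times: 6 h treatment, 37 °C / Detection: Steady-Glo luciferase glow luminescence, 10 min after reagent addition / Benchmarks: tunicamycin high, DMSO low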
tim23-1 inh: tim23-1 yeast growth inhibition; S. cerevisiae tim23-1 growth, BacTiter-Glo luminescence, 24 h; inhibition, % at 20 µM; 330,000 tested, 1.3% active; AID 463212;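 active = growth inhibition of the mutant yeast at or above 50%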;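 also: temperature-sensitive mutant grown at 25 °C; plate controls were DMSO-treated mutant yeast for no effect and medium wells lacking yeast for full effect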
TIM10 inh: TIM10 yeast growth inhibition; S. cerevisiae TIM10 strain growth, BacTiter-Glo luminescence, 24 h; inhibition, % at 10 µM; 330,000 tested, 1.4% active; AID 463195;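 active = inhibition of 40% or more at the single tested concentration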;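 also: wild-type TIM10 isogenic control strain grown at permissive 25 °C; 0% = DMSO yeast wells and 100% = minimal medium wells without yeast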
NALP3 yeast inh: NALP3 inhibition in yeast; Yeast reconstituted NLRP3/ASC/caspase-1, beta-gal luminescence, 24 h; inhibition, % at 10 µM; 330,000 tested, 0.39% active;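 active = inhibition of 50% or more; inactive = inhibition below 50%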;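 also: plate controls were induced DMSO wells for no effect and uninduced yeast grown without galactose for full effect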
NR3A LBD binder: modulators (binders) of human NR3A ligand-binding domain | NR3A LBD differential scanning fluorimetry, Tm shift; 0% = protein alone, 100% = glycine-bound protein | Tm shift relative to glycine control, % at 25 µM | 340,000 tested, 2.5% active | AID 1259313;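 active = melting temperature shift of at least 10% of the positive control shift, at one fixed dose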
APJ agonist: agonists of human APJ apelin receptor. CHO-K1 APJ PathHunter beta-arrestin, luminescence; 0% DMSO wells, 100% apelin. activation, % at 20 µM. 330,000 tested, 0.11% active. AID 2520;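 active = activation more than six SD over the plate average, tested at 20 µM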;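 also: 0% = DMSO alone and 100% = apelin-13 at 10 nM; some results filed as inactive read as strong as hits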
Target sequence (P35414 whole entry, looked up): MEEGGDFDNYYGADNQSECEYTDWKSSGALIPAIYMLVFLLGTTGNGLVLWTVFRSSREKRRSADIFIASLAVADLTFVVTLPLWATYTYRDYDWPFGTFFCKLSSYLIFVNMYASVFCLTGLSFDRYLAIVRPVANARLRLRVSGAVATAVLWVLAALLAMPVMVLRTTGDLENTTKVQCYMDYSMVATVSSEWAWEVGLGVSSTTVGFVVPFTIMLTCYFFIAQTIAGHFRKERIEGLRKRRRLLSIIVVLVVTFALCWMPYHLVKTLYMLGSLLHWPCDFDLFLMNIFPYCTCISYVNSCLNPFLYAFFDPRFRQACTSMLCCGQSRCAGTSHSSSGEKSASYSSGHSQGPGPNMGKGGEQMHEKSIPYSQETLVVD
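system = engineered CHO-K1 APJ arrestin reporter cells | input = 1000 cells per well | timing = overnight seeding, 90 min compound at 25 °C, 1 h detection | measured by = enzyme-fragment complementation luminescence | read-out = beta-arrestin recruitment to APJ as agonist activity, luminescent signal | control set = negative DMSO alone, positive Apelin-13 at 10 nM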
tim10-1 inh: growth inhibitors of tim10-1 mutant yeast | S. cerevisiae tim10-1 ts strain growth, BacTiter-Glo, 24 h | 330,000 tested, 2.2% active | inhibition, % at 20 µM;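 active = inhibition of at least 40%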;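 also: mutant grown at 25 °C; 0% = DMSO wells with yeast and 100% = wells holding no yeast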
UPR CHOP act: activators of apoptotic arm of unfolded protein response (CHOP); CHO-CHOP luciferase reporter, UPR activation, luminescence; percent of tunicamycin response over DMSO baseline; activation, % at 10 µM; 330,000 tested, 0.34% active;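 active = at 10 µM dose, activation of 40% or more, normalized to positive control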;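 also: 100% = tunicamycin at 10 µg/mL and 0% = DMSO alone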
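Test system: CHO CHOP reporter cells. Input: 500 CHO-CHOP cells per well. Medium: F12 with 10% FBS. Technique: luciferase luminescence. Measure: percent activation relative to tunicamycin control. Dosing: 10 µM compound, 0.5% DMSO. Timing: 16-18 h cell attachment, then 6 h compound exposure, 37 °C.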
* hit, by the source's call; · = no result given.

SMILES	Mdm2 MdmX PPI	XBP1 UPR activ	tim23-1 inh	TIM10 inh	NALP3 yeast inh	NR3A LBD binder	APJ agonist	tim10-1 inh	UPR CHOP act
CC(C)n1c(=O)n(CC(=O)NCC2CCCO2)c(=O)c2c3c(sc21)COC(C)(C)C3 (stereo not drawn)	7.0	-0.6	-12.9	-5.0	18.8	1.0	-1.5	-0.6	-2.9
CCOC(=O)N1CCN(CC(O)COc2ccccc2C(C)(C)C)CC1 (stereo not drawn)	-2.2	-2.6	14.3	16.4	31.9	-2.9	-3.9	14.2	-1.0
Cc1ccc(/C=N\NC(=O)c2cc([N+](=O)[O-])cc([N+](=O)[O-])c2)o1	8.0	-0.8	27.1	15.0	20.5	-2.7	8.6	13.0	6.7
COc1ccc(N2CCN(C(=O)c3ccc(NS(=O)(=O)c4cccc(F)c4)cc3)CC2)cc1	-4.5	-0.4	19.8	4.9	9.7	-2.6	2.6	15.0	2.9
Cc1cccc(C2=NN(c3ccccc3)[C@H](CO)[C@H]2c2ccc(Cl)cc2)c1	22.4	-0.2	51.3*	4.2	·	22.7*	·	20.1	3.4
Brc1ccc(-c2c[n+]3c(n2-c2ccccc2)SCC3)cc1	3.9	-0.1	-8.9	12.7	-6.9	1.9	-0.5	0.9	1.2
Fc1ccc(C2CC(c3cccs3)=NN2C(=S)Nc2ccccc2)cc1 (stereo not drawn)	9.5	-1.1	30.3	28.3	2.1	4.0	-1.4	10.0	4.2
COc1ccc(/C=N/NC(=O)c2ccn[nH]2)cc1CSc1ccccn1	3.4	3.1	-3.7	-0.9	-2.5	-21.1	-1.3	-0.2	4.8
CCCc1cc(=O)[nH]c(SCC(=O)N2c3ccccc3CC2C)n1 (stereo not drawn)	-22.0	0.5	15.9	12.8	15.2	0.5	-1.1	7.4	0.8
OC(COCc1ccccc1)CN1CCc2ccccc2C1 (stereo not drawn)	-17.3	-1.4	-6.7	0.6	6.6	-4.2	1.5	8.1	0.7
Cn1c2ccccc2c2cnn(CC(=O)NCCCN3CCN(c4ccccc4F)CC3)c(=O)c21	28.4	2.3	-0.5	-0.7	14.4	-1.5	-2.8	6.7	1.0
CSc1ncccc1C(=O)NCC(c1ccco1)N1CCCCC1 (stereo not drawn)	-20.0	-1.8	-10.9	-9.0	2.4	0.4	-1.8	-21.8	1.5
Cn1ccc(=NC=C(C#N)C#N)c2ccccc21	4.6	-1.8	-2.0	7.6	12.5	-0.6	-1.9	3.1	3.2
COc1ccc(-n2nc3cc(C)c(N)c(Br)c3n2)cc1	-181.0	3.7	36.0	27.3	9.4	0.0	3.8	33.3	4.6
O=C(COc1ccc(S(=O)(=O)N2CCCCC2)cc1)N1CCCC1	12.4	-3.0	2.7	-11.7	27.4	-0.4	-2.0	9.0	-1.6

Pulled by compound from the list above, 5 records:
SMILES	Mdm2 MdmX PPI	XBP1 UPR activ	tim23-1 inh	TIM10 inh	NALP3 yeast inh	NR3A LBD binder	APJ agonist	tim10-1 inh	UPR CHOP act
Cc1cccc(C2=NN(c3ccccc3)[C@H](CO)[C@H]2c2ccc(Cl)cc2)c1	22.4	-0.2	51.3*	4.2	·	22.7*	·	20.1	3.4
CSc1ncccc1C(=O)NCC(c1ccco1)N1CCCCC1 (stereo not drawn)	-20.0	-1.8	-10.9	-9.0	2.4	0.4	-1.8	-21.8	1.5
Fc1ccc(C2CC(c3cccs3)=NN2C(=S)Nc2ccccc2)cc1 (stereo not drawn)	9.5	-1.1	30.3	28.3	2.1	4.0	-1.4	10.0	4.2
Cn1c2ccccc2c2cnn(CC(=O)NCCCN3CCN(c4ccccc4F)CC3)c(=O)c21	28.4	2.3	-0.5	-0.7	14.4	-1.5	-2.8	6.7	1.0
Cc1ccc(/C=N\NC(=O)c2cc([N+](=O)[O-])cc([N+](=O)[O-])c2)o1	8.0	-0.8	27.1	15.0	20.5	-2.7	8.6	13.0	6.7

Next section
SMILES	Mdm2 MdmX PPI	XBP1 UPR activ	tim23-1 inh	TIM10 inh	NALP3 yeast inh	NR3A LBD binder	APJ agonist	tim10-1 inh	UPR CHOP act
COc1ccc(OC)c(/C=C/C(=O)OCC(=O)N2CCCCC2)c1	2.7	0.1	19.4	4.7	17.2	0.2	-6.3	12.2	1.1
O=C(Nc1cc2c3c(c1)C1CCCC1CN3CC1CCCC21)c1ccccc1 (stereo not drawn)	13.5	0.7	-19.8	-30.7	24.9	-4.3	-2.6	-10.4	-0.1
CCOC(=O)c1cnc(Cc2ccccc2)[nH]c1=O	8.3	-2.3	-2.2	-2.6	11.8	4.2	1.0	-13.5	-0.1
O=S(=O)(Nc1ccc2c(c1)nc1n2CCOC1)c1ccccc1	0.4	-0.6	3.4	-13.6	11.2	-3.1	-2.3	4.5	1.3
COC(=O)/C(C#N)=C/c1cc(C)sc1C	-12.8	-0.1	1.6	8.0	-13.2	-3.7	2.0	11.3	-0.4
CC1CCCN(CC(O)COc2ccc(Cl)cc2)C1 (stereo not drawn)	12.8	-1.2	6.0	11.4	24.1	0.8	-6.4	4.6	0.0
CCN1C(=O)c2cccc3c(NC(=O)c4cccc(N5C(=O)CCC5=O)c4)ccc1c23	-1.6	5.1	13.4	14.0	1.2	-0.8	3.2	10.3	-0.1
COc1cc(OC)c(C2=NOC(C(=O)NCc3cccs3)C2)cc1Cl (stereo not drawn)	53.5*	2.1	17.7	-3.5	-5.8	-1.6	-3.7	6.4	1.9
Cc1cc(=O)n(Cc2ccccc2)c2ccccc12	14.4	5.5	28.5	37.5	13.1	0.2	-4.0	11.0	2.0
CCOC(=O)C(C(=O)Nc1ccc(C)cc1)C1CCCCC1 (stereo not drawn)	33.5	-4.7	16.3	-4.7	37.1	2.1	-0.1	0.0	-0.7
CCOC(=O)N1CCN(Cc2cc(=O)oc3ccc4ccccc4c23)CC1	7.0	0.1	34.6	25.0	16.2	-2.7	-1.6	30.0	2.1
O=C(COc1ccc(F)cc1)Nc1cc(Cl)ccc1-n1cncn1	21.5	-0.3	16.2	-5.1	62.7*	1.3	-2.1	0.3	0.7
O=C(c1ccc2c(=O)n(Cc3ccc(Cl)cc3)c(=S)[nH]c2c1)N1CCCC1	11.7	2.7	1.5	-12.0	-2.8	-5.9	-1.5	-4.7	1.5
CCOc1ccccc1OCCCOc1ccc(C)cc1Cl	-13.7	-0.9	4.7	-0.1	-1.9	3.9	-0.6	-9.6	4.1
CCCCN1C(=O)NC(c2ccc(OC)cc2)C(C(=O)OCc2ccccc2)=C1C (stereo not drawn)	5.6	-2.4	12.8	-4.6	4.3	-0.6	-4.2	4.9	0.6
Cc1ccc(/C=N/NC(=O)c2ccncc2)o1	15.7	-2.4	3.2	3.6	13.9	-4.3	-2.9	-15.6	-1.5
CC(=O)SCC(=O)N=c1sc2cc(F)ccc2n1C	-6.8	1.3	13.8	-3.9	-2.0	-5.1	11.1	13.8	-0.4
CCN1CCN(c2ccc(NC(=O)COc3ccc([N+](=O)[O-])cc3)cc2)CC1	11.7	-3.3	-22.0	-4.5	2.7	8.2	-3.0	-15.8	-0.6
O=S(=O)(c1cccc(Cl)c1)N1CCCC1	15.8	-1.2	-4.5	-7.4	-71.0	-1.0	-1.0	17.7	0.3
FC(F)Oc1ccc(N=C2SCC3CCCCN23)cc1 (stereo not drawn)	-85.6	0.8	20.9	14.3	19.0	1.0	0.4	-2.5	4.5
CCC(C)(C)n1nnnc1C(c1ccc(C)cc1)N1CCN(C(=O)c2ccco2)CC1 (stereo not drawn)	-17.2	-0.3	-1.8	-4.8	6.7	-2.1	-2.1	34.2	-0.5
CCOc1ccc(NC(=O)CCSc2ccc(C)cc2)cc1	10.0	-1.9	30.1	13.1	36.7	-10.3	-0.2	12.8	-2.2
COc1ccc(-c2nc3c(s2)CCc2onc(-c4ccc(OC)cc4)c2-3)cc1	1.9	0.4	13.0	19.9	-1.3	-3.3	-1.1	19.0	0.9
COc1ccc2oc(=O)c(C(=O)N3CCc4ccccc43)cc2c1	-18.3	1.7	-0.2	2.7	3.5	3.0	-1.1	3.2	2.1
COC(=O)c1ccc(/C=N/NS(=O)(=O)c2cc(C)ccc2C)cc1	30.0	-1.1	29.7	14.0	16.6	-3.3	-0.2	38.4	-1.2
CN1CCN(C(=O)c2ccc3c(=O)n4c(nc3c2)CCCCC4)CC1	10.1	-1.0	-5.8	-19.7	-0.8	5.9	-3.3	-19.5	-1.1
Cc1ccccc1N(Cc1nnc2n1CCCCC2)C(=O)Nc1ccccc1	5.9	-4.7	10.5	-3.2	7.8	3.8	-1.7	-1.9	-0.9
CC(C)COc1ccc(S(=O)(=O)n2cc(F)c(=O)[nH]c2=O)cc1	-3.8	0.8	7.5	-4.1	18.2	-2.0	-3.8	-0.4	0.2
Cc1nn(CC(=O)O)c(C)c1NC(=O)c1cccs1	-3.5	-0.7	9.2	-6.7	8.8	-2.5	-4.3	11.6	-0.5
Cc1noc(C(=O)NCc2cccnc2)c1Cl	-24.0	1.8	10.9	-1.4	12.1	0.6	-2.7	1.5	-1.6
COc1cccc(Nc2nc(Nc3ccc(Cl)c(C(=O)O)c3)nc(C)c2[N+](=O)[O-])c1	-2.6	0.1	27.4	7.2	13.3	-0.3	-5.7	13.6	0.9
O=c1[nH]c2ccccc2n1CCCN1CCCCC1	19.0	-3.3	15.4	-7.1	6.4	-0.2	-1.5	-0.8	1.4
COc1ccc(NC(=O)c2cn(-c3ccccc3)nc2-c2cc3ccccc3o2)cc1	-5.0	3.3	15.0	11.5	18.7	10.7*	-2.3	16.8	-0.3
CCc1cccc(NC(=O)CN(c2ccc(C)cc2)S(=O)(=O)c2c(C)noc2C)c1	-1.0	-4.4	35.2	32.7	-9.1	-2.3	-2.3	48.8*	0.9
Cc1cccc(OCCC(=O)OCC(=O)Nc2c(C)nn(-c3ccccc3)c2C)c1	22.1	-0.9	19.4	18.6	9.9	2.0	-7.3	28.2	-0.7
COc1cccc(C2(c3cccc(OC)c3)CC2C(=O)Nc2ccc(F)cc2)c1 (stereo not drawn)	13.5	-0.4	14.8	5.6	11.3	-11.2	0.5	23.9	-0.4
CC(=O)Nc1ccc(NC(=O)C(C)OC(=O)c2ccc(N(C)C)cc2)cc1 (stereo not drawn)	6.1	-4.0	9.0	6.2	7.5	-3.4	1.7	15.5	1.4
CCOC(=O)N1CCC(N(CCN(C)C)C(=S)Nc2cc(Cl)ccc2C)CC1	20.7	-3.2	8.6	-11.2	5.7	0.7	-3.7	1.4	-0.4

Profiles, quoted from the list. Order of values: Mdm2 MdmX PPI | XBP1 UPR activ | tim23-1 inh | TIM10 inh | NALP3 yeast inh | NR3A LBD binder | APJ agonist | tim10-1 inh | UPR CHOP act
`CC(=O)Nc1ccc(NC(=O)C(C)OC(=O)c2ccc(N(C)C)cc2)cc1` (stereo not drawn) is listed as 6.1 | -4.0 | 9.0 | 6.2 | 7.5 | -3.4 | 1.7 | 15.5 | 1.4
`COc1cccc(Nc2nc(Nc3ccc(Cl)c(C(=O)O)c3)nc(C)c2[N+](=O)[O-])c1` is listed as -2.6 | 0.1 | 27.4 | 7.2 | 13.3 | -0.3 | -5.7 | 13.6 | 0.9
`O=c1[nH]c2ccccc2n1CCCN1CCCCC1` is listed as 19.0 | -3.3 | 15.4 | -7.1 | 6.4 | -0.2 | -1.5 | -0.8 | 1.4

No enrichment for hits; overall some 8.2% were active at least once.
